# Rab2A wt mod = modulators of GTP binding to Rab2A wildtype, primary screen, biochemical, dog, bead-based flow cytometry, multiplex. AID 760, 2007. hit rate 0.19% among 190,000. GST-Rab2 wt beads, Bodipy-GTP binding. GTP binding activity, % at 10 µM;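 active = GTP binding activity at least 20 points away from 100%, either lowered or raised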;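 note: 0% = beads with excess unlabeled GTP and 100% = no-compound control corrected for plate trend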
# Cdc42 wt GTP = modulators of GTP binding to wildtype Cdc42, primary screen, biochemical, multiplex bead flow cytometry, Bodipy-GTP; hit rate 0.2% among 190,000; GST-Cdc42 beads; actives lie on both sides; percent activity (GTP binding), % at 10 µM; Cell division control protein 42 homolog (Homo sapiens), P60953; AID 761, 2007;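 active = percent activity GTP binding at least 20 points away from the 100% baseline, either down as inhibitor or up as activator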;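 note: median bead fluorescence of bound Bodipy-FL-GTP at 100 nM; 0% = excess unlabeled GTP control and 100% = no compound control; below 100% means less GTP binding so inhibitor and above means activator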
# Target sequence (P60953 whole entry, looked up): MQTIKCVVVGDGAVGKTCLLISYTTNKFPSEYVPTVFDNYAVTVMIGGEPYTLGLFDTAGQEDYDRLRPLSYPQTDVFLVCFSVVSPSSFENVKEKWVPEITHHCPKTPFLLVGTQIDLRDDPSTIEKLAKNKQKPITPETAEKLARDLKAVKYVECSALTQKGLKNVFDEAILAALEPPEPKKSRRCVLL
# Rac1 act GTP bind = GTP binding modulators of activated mutant Rac1, primary screen, biochemical, bead-based flow cytometry, multiplex, fluorescent GTP; percent activity (GTP binding), % at 10 µM; GST-Rac1 activated beads; actives lie on both sides; 100% means binding = to untreated wells; hit rate 0.11% among 190,000; Ras-related C3 botulinum toxin substrate 1 (Homo sapiens), P63000;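 active = GTP binding at least 20 percentage points away from the 100% baseline, in either direction, so actives lie on both sides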
# Avidin bead fluor = green autofluorescence of compounds with avidin beads – biophysical, 488/530 nm, flow cytometry, artefact control, profiling panel; hit rate 0.38% among 220,000; fluorescence (KMESF) at 10 µM; compound fluorescence 488/530 nm; stronger effect = higher value; in the data active = fluorescence above about 47; note: inactives centre near 10
# Pf gametocyte = late stage P. falciparum gametocyte viability inhibitors, primary screen, ATP luminescence, HTS; P. falciparum stage V gametocytes, 24 h; inhibition, % at 10.9 µM; hit rate 0.065% among 150,000;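 active = inhibition above the mean plus 3 SD of compounds within the control limits, set per campaign, cut at about 38% in these data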;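 note: 0% = DMSO wells and 100% = medium only without gametocytes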
# Mcl1 Noxa PPI = Mcl-1/Noxa binding inhibitors, primary screen, biochemical, TR-FRET, 1536-well | inhibition, % at 21.7 µM | Induced myeloid leukemia cell differentiation protein Mcl-1 (Homo sapiens), Q07820 | hit rate 1.5% among 220,000 | TR-FRET Mcl-1/Noxa peptide binding, 2 h | AID 1022, 2008;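 active = compounds that cut the protein-peptide binding signal by more than 50% relative to plate controls in a single-dose test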;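 note: His-tagged Mcl-1 with rhodamine Noxa BH3 peptide and terbium anti-His antibody; 0% = Mcl-1 plus Noxa peptide wells and 100% = peptide-only wells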
# ABCG2 inh = ABCG2 efflux pump inhibitors, primary screen, multiplex with ABCB1, IgMXP3 cells, flow cytometry; Broad substrate specificity ATP-binding cassette transporter ABCG2 (Homo sapiens), Q9UNQ0; JC-1 efflux; inhibition, % at 6.6 µM; hit rate 0.1% among 190,000; AID 1325, 2008;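 active = inhibition above 80%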;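 note: 0% = DMSO and 100% = nicardipine control wells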
# Target sequence (Q9UNQ0 whole entry, looked up): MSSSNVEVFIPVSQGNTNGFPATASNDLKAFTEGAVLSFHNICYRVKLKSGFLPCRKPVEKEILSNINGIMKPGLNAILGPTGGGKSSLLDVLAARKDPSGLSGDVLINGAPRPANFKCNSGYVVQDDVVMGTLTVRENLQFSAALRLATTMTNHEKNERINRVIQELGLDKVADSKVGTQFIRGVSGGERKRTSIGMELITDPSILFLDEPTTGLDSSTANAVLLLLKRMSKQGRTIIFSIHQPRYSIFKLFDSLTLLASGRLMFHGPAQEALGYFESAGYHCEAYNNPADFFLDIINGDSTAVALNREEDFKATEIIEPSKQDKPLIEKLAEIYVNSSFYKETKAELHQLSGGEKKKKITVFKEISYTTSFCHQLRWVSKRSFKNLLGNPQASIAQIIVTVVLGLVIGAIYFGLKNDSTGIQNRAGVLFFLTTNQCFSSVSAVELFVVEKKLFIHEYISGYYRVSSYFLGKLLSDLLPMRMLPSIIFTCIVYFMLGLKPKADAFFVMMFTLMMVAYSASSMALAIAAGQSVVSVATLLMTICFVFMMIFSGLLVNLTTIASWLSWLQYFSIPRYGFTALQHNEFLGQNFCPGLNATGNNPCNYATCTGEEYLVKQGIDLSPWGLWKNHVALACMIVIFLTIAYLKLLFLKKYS
#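 test system = two drug-resistant human cell lines, ABCG2 and ABCB1 | amount = 3 million cells/mL final, two lines in 1:1 ratio | reagent = JC-1 transporter substrate | doses = one concentration, 6.6 µM final | incubation = 10 min at 25 °C | signal = flow cytometric JC-1 green MFI at 530 nm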
# Rab7 wt modul = modulators of GTP binding to Rab7, primary screen, biochemical, wildtype, multiplex bead flow cytometry; Rab7 GTPase wild type (dog), Bodipy-FL-GTP binding; GST-Rab7 beads, fluorescent GTP binding; actives lie on both sides; untreated = 100%, excess cold GTP = 0%; GTP binding activity (percent of control), % at 10 µM; hit rate 0.055% among 190,000;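 active = fluorescent GTP binding to Rab7 beads changed by at least 20 points from the 100% baseline, either direction, mostly lower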;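 note: median green fluorescence of bound Bodipy-FL-GTP per Rab7 bead population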
# Rac1 wt modul = wildtype Rac1 GTP binding modulators, primary screen, biochemical, GST-Rac1 beads, flow cytometry, multiplex; Ras-related C3 botulinum toxin substrate 1 (Homo sapiens), P63000; fluorescent GTP binding; actives lie on both sides; 0 = cold GTP competed, 100 = untreated; GTP binding activity (% of control), % at 10 µM; hit rate 0.27% among 190,000; AID 757, 2007;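 active = GTP binding activity at least 20 points away from the 100% control level, either lower or higher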
# ABCB1 block = ABCB1 efflux pump inhibitors, primary screen, cell-based, multiplex, flow cytometry, ABCG2 counter-screen; ATP-dependent translocase ABCB1 (Homo sapiens), P08183; CCRF-Adr cells, JC-1 efflux; inhibition, % at 6.6 µM; hit rate 0.067% among 190,000; in the data active = inhibition above about 40%;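 note: 0% = vehicle and 100% = reference inhibitor; higher value means more JC-1 retained so stronger ABCB1 efflux block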
# HRas wt GTP bind = modulators of GTP binding to HRas wildtype, primary screen, biochemical, bead-based flow cytometry, multiplex. GTPase HRas (Homo sapiens), P01112. GST-Ras wt beads, Bodipy-FL-GTP binding; actives lie on both sides. GTP binding activity, % at 10 µM. hit rate 0.14% among 190,000;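 active = GTP binding activity at least 20% away from the 100% baseline, either lowered as inhibitor or raised as activator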;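 note: 0% = unlabeled GTP competition control and 100% = no-compound control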
# Target sequence (P01112 whole entry, looked up): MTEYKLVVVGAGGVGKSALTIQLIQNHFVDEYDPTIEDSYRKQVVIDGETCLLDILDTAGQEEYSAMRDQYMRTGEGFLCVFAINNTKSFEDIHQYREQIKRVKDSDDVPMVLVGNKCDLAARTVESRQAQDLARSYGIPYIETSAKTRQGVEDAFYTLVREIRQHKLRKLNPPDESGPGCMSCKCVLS
# * hit, by the source's call; . = not tested or not shown.
SMILES,Rab2A wt mod,Cdc42 wt GTP,Rac1 act GTP bind,Avidin bead fluor,Pf gametocyte,Mcl1 Noxa PPI,ABCG2 inh,Rab7 wt modul,Rac1 wt modul,ABCB1 block,HRas wt GTP bind
CCn1nc(C)c(NC(=O)c2cnn3c(C(F)F)cc(-c4ccccc4)nc23)c1C,100.0,103.0,98.0,8,-9.3,-5.1,-1.0,104.0,100.0,-0.4,100.0
C/C(CC(=O)Nc1ccccn1)=N\NC(=O)c1ccccc1,97.0,100.0,101.0,3,.,11.3,-0.2,102.0,104.0,0.3,99.0
CCCCCCn1c(N2CCN(c3ccccc3)CC2)nc2c1c(=O)n(C)c(=O)n2C,100.0,97.0,96.0,18,-17.6,1.7,42.1,96.0,101.0,3.6,99.0
CC(=O)N1CCc2cc(S(=O)(=O)Nc3cccc(C(F)(F)F)c3)ccc21,97.0,98.0,95.0,26,.,13.7,1.4,101.0,95.0,0.6,98.0
O=C(NN1C(=O)C2C3C=CC(O3)C2C1=O)c1cccc(Br)c1 (stereo unspecified),93.0,93.0,91.0,8,-18.2,-5.1,1.2,94.0,92.0,-0.1,91.0
Cc1ccc(S(=O)(=O)N2CCCC2CO)cc1 (stereo unspecified),103.0,103.0,100.0,30,8.3,1.2,-1.9,99.0,105.0,0.3,103.0
COc1ccc(-c2[nH]ncc2Oc2ccccc2OC)c(O)c1,99.0,100.0,97.0,37,-5.5,19.1,33.8,99.0,104.0,-0.1,101.0
COc1ccc(/C(C)=N/NC(=O)c2ccccc2OCc2ccccc2)c(OC)c1,96.0,97.0,96.0,5,-13.7,2.7,9.1,94.0,98.0,1.3,95.0
COc1ccc(-n2cnc3cc(NCc4ccco4)ccc32)cc1,98.0,99.0,97.0,9,.,13.8,0.8,99.0,100.0,0.1,99.0
CC1CC(CC(=O)Nc2nc(-c3ccccc3)cs2)C(=O)O1 (stereo unspecified),95.0,94.0,94.0,10,-5.0,4.9,1.1,101.0,95.0,0.3,96.0
COc1ccc(C2=NN(C(=O)CSc3nnc(C)n3C)C(c3ccco3)C2)cc1 (stereo unspecified),98.0,94.0,95.0,11,.,3.0,4.9,103.0,99.0,2.1,99.0
CCCCCOc1ccc(C(=O)NC(C(=O)O)C(C)C)cc1 (stereo unspecified),98.0,98.0,97.0,10,5.4,26.0,26.6,98.0,95.0,-0.5,97.0
CCOC(=O)c1ccc(NC(=O)Cn2nnc3ccccc32)cc1,96.0,95.0,96.0,7,-4.2,9.5,-2.1,98.0,101.0,-2.3,97.0
COc1ccc(C(NC(C)=O)c2c(O)ccc3ccccc23)cc1OC (stereo unspecified),102.0,105.0,99.0,6,5.8,-1.1,0.7,104.0,103.0,0.2,103.0
CN(C)S(=O)(=O)N1CCc2ccccc2C1,102.0,107.0,101.0,13,6.7,-6.0,2.2,101.0,107.0,18.8,103.0
COc1ccc2nc(N/C(N)=N/C(=S)Nc3ccc(C)c(C)c3)nc(C)c2c1,94.0,100.0,99.0,9,.,-30.7,-10.5,95.0,100.0,-1.3,98.0
CC(COc1ccccc1)N1CCC(CO)(Cc2ccccc2)CC1 (stereo unspecified),95.0,98.0,96.0,3,16.4,4.4,-0.2,96.0,99.0,0.6,100.0
O=C(CC1C(=O)NCCN1Cc1ccoc1)NCCCn1ncc2ccccc21 (stereo unspecified),96.0,96.0,94.0,10,-1.4,3.9,6.3,100.0,97.0,0.8,97.0
O=C(CCSCCC(=O)NCCN1CCOCC1)NCCN1CCOCC1,102.0,101.0,99.0,9,.,8.2,-8.7,104.0,103.0,1.0,102.0
CC(=O)C1=NN(c2ccccc2)C(c2ccc3c(c2)OCO3)N1c1ccccc1 (stereo unspecified),102.0,102.0,107.0,2,-15.5,18.9,6.0,100.0,104.0,1.3,104.0
COc1ccc(NCc2nnc(SCC(=O)N3CCCc4ccccc43)n2C)cc1,98.0,100.0,97.0,32,.,18.3,27.2,101.0,106.0,1.7,101.0
COc1ccccc1NC(=O)CCSc1ccc(C)cc1,101.0,95.0,97.0,20,5.5,9.2,5.0,103.0,99.0,1.2,97.0
COc1ccc(/C=N/n2cncn2)cc1CSc1ccccn1,102.0,105.0,97.0,13,.,-4.8,30.6,99.0,104.0,-0.1,101.0
CCOC(=O)CNC(=O)CSc1ncnc2c1nnn2-c1ccc(F)cc1,101.0,103.0,102.0,30,.,-8.9,76.3,103.0,105.0,1.5,103.0

# Structural class: the entries above containing fluorine (3)
SMILES,Rab2A wt mod,Cdc42 wt GTP,Rac1 act GTP bind,Avidin bead fluor,Pf gametocyte,Mcl1 Noxa PPI,ABCG2 inh,Rab7 wt modul,Rac1 wt modul,ABCB1 block,HRas wt GTP bind
CCn1nc(C)c(NC(=O)c2cnn3c(C(F)F)cc(-c4ccccc4)nc23)c1C,100.0,103.0,98.0,8,-9.3,-5.1,-1.0,104.0,100.0,-0.4,100.0
CC(=O)N1CCc2cc(S(=O)(=O)Nc3cccc(C(F)(F)F)c3)ccc21,97.0,98.0,95.0,26,.,13.7,1.4,101.0,95.0,0.6,98.0
CCOC(=O)CNC(=O)CSc1ncnc2c1nnn2-c1ccc(F)cc1,101.0,103.0,102.0,30,.,-8.9,76.3,103.0,105.0,1.5,103.0

# Remaining list, next part.
SMILES,Rab2A wt mod,Cdc42 wt GTP,Rac1 act GTP bind,Avidin bead fluor,Pf gametocyte,Mcl1 Noxa PPI,ABCG2 inh,Rab7 wt modul,Rac1 wt modul,ABCB1 block,HRas wt GTP bind
CN(C)S(=O)(=O)c1cccc(C(=O)Nc2cccnc2)c1,96.0,101.0,97.0,13,-8.3,18.5,-2.1,95.0,102.0,-1.3,96.0
Cc1noc(C)c1S(=O)(=O)N(CC(=O)O)c1ccc2c(c1)OCO2,99.0,101.0,99.0,27,-28.4,17.5,4.0,103.0,103.0,0.6,101.0
Cc1ccc(C(=O)/C=C/Nc2ccc([N+](=O)[O-])cc2Br)cc1,99.0,99.0,98.0,11,12.2,-12.1,1.1,102.0,99.0,-0.2,99.0
O=C1CN(S(=O)(=O)c2ccc(Cl)cc2C(F)(F)F)CCN1,97.0,94.0,95.0,10,-13.8,16.4,-0.2,102.0,98.0,-0.2,96.0
CSc1nc2[nH]c3c(c2c2nnnn12)CCCC3,94.0,96.0,95.0,28,3.7,13.1,0.7,94.0,99.0,-0.2,96.0
COC(=O)[C@@H]1CC[C@H](C)[C@@H](c2ccc(C)cc2)N1C(=O)c1ccc(/C=N/O[C@@H](C)CN2CCCCc3nc(C)c(C)cc32)cc1,97.0,95.0,96.0,7,.,19.0,-0.1,95.0,101.0,12.3,97.0
Cc1cc(C(=O)CSc2n[nH]c(N)n2)c(C)n1C1CC1,106.0,111.0,103.0,7,.,4.7,1.6,104.0,106.0,0.4,107.0
O=C1CSCN1c1ccc(Cl)cc1,97.0,98.0,96.0,7,-22.1,-1.2,5.2,95.0,96.0,1.4,98.0
COc1cccc(-c2nnc(N(C)C(=O)C3CCOC3)s2)c1 (stereo unspecified),96.0,96.0,98.0,13,.,8.5,3.7,92.0,98.0,0.6,98.0
CCOC(=O)c1c(NC(=O)C(=O)N/N=C/c2ccc(OCC)cc2)sc2c1CCCCC2,99.0,97.0,99.0,3,9.8,12.2,-3.5,97.0,104.0,-1.0,102.0
COc1ccc(COCC(O)CN2CCOCC2)cc1OC (stereo unspecified),100.0,102.0,98.0,15,.,-3.1,2.2,100.0,103.0,0.7,99.0
Cc1ccc(-c2nnn(CC(=O)Nc3ccc(S(=O)(=O)N4CCC(C)CC4)cc3)n2)cc1,106.0,100.0,103.0,8,-4.1,13.0,0.2,105.0,111.0,-0.1,105.0
COc1ccc(C2C(C#N)=C(N)Oc3n[nH]c(C)c32)cc1CN1CCN(c2ccc(F)cc2)CC1 (stereo unspecified),108.0,107.0,99.0,19,.,10.7,1.3,105.0,103.0,0.4,104.0
S=c1[nH]nc(-c2ccc3ccccc3n2)n1-c1ccccc1,96.0,101.0,97.0,13,21.3,13.4,-2.3,103.0,103.0,-0.5,101.0
Cc1ccccc1NC(=O)c1ccc([N+](=O)[O-])o1,97.0,97.0,94.0,11,-8.4,-4.3,6.4,101.0,98.0,0.8,97.0
O=C(C=C1CCN(c2ncc(C(F)(F)F)cc2Cl)CC1)NNC(=O)Nc1ccccc1,100.0,100.0,98.0,24,-28.4,34.8,10.5,103.0,105.0,1.3,101.0
O=C(CSCCO)Nc1cccc(C(F)(F)F)c1,102.0,104.0,99.0,13,-6.4,-11.7,2.0,100.0,109.0,-0.8,103.0
NC(=O)COC(=O)c1c2c(nc3ccccc13)CCCC2,97.0,95.0,93.0,8,29.6,2.9,3.2,103.0,97.0,0.7,98.0
CCOC(=O)c1[nH]c2ccc(Cl)cc2c1NC(=O)c1nonc1C,92.0,94.0,93.0,37,-11.6,14.6,8.8,95.0,93.0,0.9,96.0
COc1ccc(C(=O)NC(=S)Nc2nc(C)c(C(=O)N(C)C)s2)cc1,97.0,97.0,96.0,4,.,22.0,0.1,102.0,97.0,0.0,97.0
Nc1c(C(=O)NCc2ccccc2)c2nc3ccccc3nc2n1-c1ccc2c(c1)OCO2,98.0,97.0,96.0,11,.,29.4,0.6,97.0,97.0,0.2,98.0
CCc1ccc(/C=C(\C)C(=O)c2c(C)cc(C)[nH]c2=O)cc1,97.0,99.0,97.0,6,15.4,-20.5,3.2,92.0,99.0,0.7,100.0
CN1CCC(C(=O)N2CCCC(C(=O)c3ccc4c5c(cccc35)CC4)C2)CC1 (stereo unspecified),100.0,100.0,95.0,3,.,5.3,4.3,105.0,100.0,1.1,101.0
CCOC(=O)c1cc(NC(=O)N(CC)C2CCCCC2)c(C)nc1C,99.0,100.0,99.0,12,.,13.8,6.1,97.0,102.0,-0.2,99.0

# Screening data deposited in PubChem BioAssay by several laboratories.
